# Screening data (PubChem BioAssay)
# Shiga inhibitor: Shiga toxin inhibition | Vero cells, Shiga toxin protein synthesis inhibition reporter | inhibition, % at 38.7 µM | hit rate 9.2% among 290,000 | AID 2315; in the data active means inhibition mostly above about 28%, no sharp cut-off; inactive means mostly below about 43%; further: 0% is about no effect
# Giardia FBPA inh: Giardia lamblia aldolase inhibition; hit rate 0.71% among 290,000; A8B2U2; Potency, µM (top dose mostly 59.6 µM), for inactives: at the top dose activity, negative = inhibition, usual class: inhibitors; purified Giardia FBPA; further: potency means the concentration at half of the fitted maximal effect; on the % scale 0 is the no-effect control and ±100 the full control effect; nearly all actives have a fitted effect of over 55% in size
# Target sequence (A8B2U2 whole entry, looked up): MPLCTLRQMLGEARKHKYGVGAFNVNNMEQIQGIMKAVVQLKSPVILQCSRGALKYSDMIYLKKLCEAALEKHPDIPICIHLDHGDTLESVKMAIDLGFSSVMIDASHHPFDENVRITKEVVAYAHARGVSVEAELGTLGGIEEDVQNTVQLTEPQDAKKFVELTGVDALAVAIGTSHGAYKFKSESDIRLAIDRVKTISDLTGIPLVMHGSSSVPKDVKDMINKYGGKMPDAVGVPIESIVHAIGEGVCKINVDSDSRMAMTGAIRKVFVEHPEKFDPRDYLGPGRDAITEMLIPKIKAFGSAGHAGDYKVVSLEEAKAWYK
#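 Giardia FBPA (40 nM reagent) was preincubated 10 min at RT with compound (up to 57.5 uM final), then substrate plus GAPDH/TPI/NAD/arsenate coupling system with diaphorase/resazurin was added; resorufin fluorescence (525/598 nm) was read after 20 min.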
# AmpC no deterg: blocks E. coli AmpC beta-lactamase in detergent-free assay. AID 485341. Potency, µM (highest dose often 57.1 µM), inactives show top-dose activity change, negative = inhibition, most hits filed as inhibitors. AmpC nitrocefin hydrolysis, absorbance 480 nm, 0.0001% Triton. hit rate 0.52% among 330,000;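 further: potency means the concentration at half of the fitted maximal effect; plate controls were no compound for no effect and no enzyme for full effect; nearly all actives have a fitted effect of over 20% in size; some results filed as inactive show a strong effect at the top dose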
# Target sequence (P00811 whole entry, looked up): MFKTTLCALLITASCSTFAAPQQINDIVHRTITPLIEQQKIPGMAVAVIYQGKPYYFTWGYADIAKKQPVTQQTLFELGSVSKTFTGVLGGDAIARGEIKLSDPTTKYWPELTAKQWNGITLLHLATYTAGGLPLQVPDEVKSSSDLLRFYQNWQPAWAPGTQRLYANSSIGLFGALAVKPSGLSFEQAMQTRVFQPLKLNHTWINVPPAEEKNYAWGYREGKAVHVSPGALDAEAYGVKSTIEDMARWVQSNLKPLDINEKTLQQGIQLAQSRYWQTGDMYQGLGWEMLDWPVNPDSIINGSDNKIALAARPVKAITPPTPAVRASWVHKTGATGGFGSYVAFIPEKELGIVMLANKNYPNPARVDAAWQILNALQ
#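 20 mM phosphate pH 7.0 + 0.01% (detergent screen) or 0.0001% Triton X-100; 5.3 nM AmpC reagent; cpd preinc 15 min RT; nitrocefin (800 uM stock) to start; A480 q20 s × 4 min; Activity was normalised to no-enzyme and no-compound control wells.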
# HCMV inh: human cytomegalovirus inhibition; HFF cells, HCMV-luciferase reporter, 72 h; active compounds read low; activity change, negative = inhibition, % at 57.5 µM; hit rate 4.5% among 410,000; AID 1259415; in the data active means activity change below about -60%; inconclusive means no clear call, values can overlap the other calls; inactive means above about -39%; further: on the % scale 0 is the no-effect control and ±100 the full control effect
#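 After 16 h attachment at 37C, HFF cells received test compound and HCMV-luciferase (1 PFU/cell); reporter luminescence read 72 h later, data normalized against buffer-only and known inhibitor Salinomycin.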
# Cycloheximide cs: counter-screen hit for Shiga toxin inhibitors, cycloheximide; max response, %; cell reporter, cycloheximide protein synthesis inhibition counterscreen; hit rate 12% among 300,000; AID 2314; in the data active means max response mostly above about 13%, no sharp cut-off; inactive means mostly below about 14%; further: read at 38.3 µM for the half of the compounds with a filed dose; 0% is about no effect
# AMA1-RON2 inh: AMA1-RON2 (P. falciparum) interaction inhibition; AlphaScreen AMA1-biotinylated RON2 peptide binding; Potency, µM (series often up to 58.2 µM), for inactives: at the top dose activity change, negative = inhibition, most hits filed as inhibitors; hit rate 0.2% among 360,000; AID 720542;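 further: potency means the concentration at half of the fitted maximal effect; 0% = vehicle wells and -100% = peptide control; nearly all actives have a fitted effect of over 45% in size; some results filed as inactive show a strong effect at the top dose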
#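 AMA1 (3D7) with his tag at 25 nM final met compounds first, then biotinylated RON2 peptide at 25 nM; detection used donor plus acceptor beads, 10 µg/mL apiece, read by AlphaScreen after 30 min at room temperature.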
# AmpC inh detg: inhibitors of E. coli AmpC beta-lactamase with detergent; AmpC hydrolysis of nitrocefin, absorbance 480 nm, 0.01% Triton; Potency, µM (series often up to 114 µM), without a hit: at the highest dose activity change, negative = inhibition, usual class: inhibitors; hit rate 0.041% among 370,000; AID 485294;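 further: potency means the concentration at half of the fitted maximal effect; 0% = no-compound wells and -100% = no-enzyme wells; nearly all actives have a fitted effect of over 25% in size; some results filed as inactive show a strong effect at the top dose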
#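 20 mM phosphate pH 7.0 + 0.01% (detergent screen) or 0.0001% Triton X-100; 5.3 nM AmpC reagent; cpd preinc 15 min RT; nitrocefin (800 uM stock) to start; A480 q20 s × 4 min; Activity was normalised to no-enzyme and no-compound control wells.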
# * hit, by the source's call; ? = inconclusive; . = no result given; & = joins results of further samples; ! = a repeat was not active; [ ] = dose if it differs, or a comment. Unless noted, the call rests on the fitted dose curve; in most records, active means well fitted curve in the direction sought with a large enough effect; inconclusive means small, poorly fitted or top-dose-only effect, or another doubt; inactive means no such curve, though single readings can be large; an effect the other way counts as inactive or inconclusive. Compounds as they come, and some 16% of all compounds hit somewhere here.
entry	Compound	Shiga inhibitor	Giardia FBPA inh	AmpC no deterg	HCMV inh	Cycloheximide cs	AMA1-RON2 inh	AmpC inh detg
1	Cc1ccc(-c2noc(C3CCCN(C(=O)C4CCCCC4)C3)n2)o1 (stereo unspecified)	66	-4%	56%	38	24*	-6%	1%
2	CC(C)c1ccc(N=Cc2c(O)c3ccccc3oc2=O)cc1	64*	-6%	-24%	13	60*	126%[activator]	3%
3	N#CCCn1nc(-c2ccccc2)cc1Nc1ccccc1NC(=O)c1cccs1	-2	2%	-8%	-2	9	37%[activator]	-3%
4	Cc1ccc(S(=O)(=O)/N=C2/NC(=O)/C(=C\c3ccccc3)S2)cc1	.	.	-23%	-15	.	-4%	.
5	CC1(C)CC(=O)/C(=C(\O)CCCN2C(=O)c3ccccc3C2=O)C(=NCC(=O)O)C1	-3	4%	-29%	1	-4	-15%	-7%
6	COC(=O)CN(c1ccc(F)cc1)S(=O)(=O)c1ccccc1	10	4%	-3%	-7	0	3%	0%
7	CCN(CC)CCN=CC1=C(O)CNC1=O	-16	0%	-15%	34	2	6%	2%
8	CC1=Nc2ccc(C)cc2N(Cc2ccccc2)C(=O)C1	15	1%	29%	-23	-2	0%	?
9	CCOc1ccc(NC(=O)CN(C)C(=O)c2ccc(-c3ccc(C(C)=O)cc3)o2)cc1OCC	.	.	138%[activator]	152	.	3%	-10%
10	CNC(=O)COC(=O)c1cc2c(s1)CCCC2	47	4%	21%	18	24*	-3%	9%
11	Cc1cccc(C)c1-n1c(C)cc(/C=N/NC(=O)CSc2ncccn2)c1C	-9	-14%	0%	-4	6	-1%	-8%
12	CCOC(=O)C1Cc2ccccc2C(=O)O1 (stereo unspecified)	-10	-1%	-19%	-26	0	-4%	-8%
13	Cn1c(CC(=O)NNC(=O)c2ccc(F)cc2Cl)nc2ccccc21	.	.	-9%	-17	.	83%[activator]	-4%
14	COc1ccc(NC(=O)C2CCCN2S(=O)(=O)c2cccc3cccnc23)c(OC)c1 (stereo unspecified)	8	2%	-4%	26	1	-8%	?
15	CCCCCCCC1(C)NC(=O)NC1=O (stereo unspecified)	1	5%	-2%	-21	-2	-7%	-4%
16	Cc1ccc(OCCC(=O)OCC(=O)NC(=O)NC2CCCC2)cc1	.	.	35µM*	13	.	-11%	-15%
17	OCC1(Cc2ccccc2)CCCN(Cc2ccn[nH]2)C1 (stereo unspecified)	-12	0%	-11%	?	-2	6%	5%
18	CCOC(=O)C1CCCN(C(=O)c2csc(-c3ccc4c(c3)CCO4)n2)C1 (stereo unspecified)	14	6%	42%	-35	2	-6%	-4%
19	COc1ccccc1CNC(=O)c1cc(-c2cccnc2)nc2ccccc12	14	1%	88%[activator]	-18	18	1%	?
20	O=C(c1cccnc1Nc1ccccc1F)N1CCOCC1	-10	4%	-22%	-35	-1	0%	3%

# Later entries.
entry	Compound	Shiga inhibitor	Giardia FBPA inh	AmpC no deterg	HCMV inh	Cycloheximide cs	AMA1-RON2 inh	AmpC inh detg
21	Cc1cccc(C(=O)NCC(=O)NCC(c2ccco2)N2CCCCC2)c1 (stereo unspecified)	.	.	-10%	-27	.	26%	?
22	COc1cc(/C=C(\C#N)C(=O)NCC2CCCO2)ccc1O (stereo unspecified)	-12	-13%	-13%	-2&14	-2	3%	13%&-19%
23	C[C@H](CO)N1C[C@H](C)[C@H](CN(C)C(=O)Nc2ccc(F)cc2)Oc2ccc(NC(=O)NC3CCCCC3)cc2CC1=O	.	.	160%[activator]	-25	.	-4%	.
24	c1nc(N2CCOCC2)c2c3c(sc2n1)CCCC3	-9	-13%	-13%	-65*	-2	-2%	-3%
25	COc1ccc(C2c3c(noc3C)CC(C)(O)C2C(C)=O)cc1 (stereo unspecified)	8	8%	-14%	16	-3	3%	-1%
26	COc1cc(/C=C2/C(=N)N3C(=NC2=O)SN=C3S(=O)(=O)C(C)C)ccc1OS(=O)(=O)c1ccccc1	10	3%	-35%	.	16	.	-1%
27	O=C(NCCc1ccc(Cl)cc1)c1ccc2nccnc2c1	67*	.	14%	41	52*	-11%	1%
28	COC(=O)Cn1c2ccccc2c2nc(=O)cc(C)n21	-10	6%	-24%	-19	-8	-2%	3%
29	COc1cccc(-c2nn3c(-c4cc(C)[nH]n4)nnc3s2)c1	-10	8%	-4%	-17	-3	13%	?
30	COc1cccc(C2/C(=C(/O)c3ccc(F)cc3)C(=O)C(=O)N2CCN(C)C)c1 (stereo unspecified)	1	1%	-3%	12	-3	2%	-2%
31	O=C(NCc1ccc(Cl)cc1)c1ccc(COCC(F)(F)F)o1	12	0%	-6%	-40	-2	5%	-15%
32	CC(CNC(=O)Cn1ccc(NC(=O)OCc2ccccc2)nc1=O)c1ccccc1 (stereo unspecified)	.	.	-10%	17	.	-9%	2%
33	CC(C)CCC1(CCNC(C)c2cccs2)CCOC(C)(C)C1 (stereo unspecified)	-3	6%	-1%	17	5	-14%	-11%
34	COc1cccc(CNCCc2cccc(F)c2)c1OC	.	?	-13%	-3	-2	-17%	-20%
35	CCOc1cc(/C=C(/C#N)c2nc3ccccc3[nH]2)ccc1Oc1ccc([N+](=O)[O-])cn1	17	-15%	-29%	-22	11*	30%[activator]	2%
36	CCN(CC(=O)NCc1ccc(Cl)cc1)C(=O)c1cc(S(=O)(=O)N2CCOCC2)ccc1C	.	.	52%	-24	.	0%	.
37	CN(C)c1ccc(/C=C2\SC(N3CCCCC3)=NC2=O)cc1	.	-2%	-18%	14	41*	-7%	-6%
38	COc1cc(CNC(C)(C)CO)ccc1OCC(=O)Nc1ccc(Br)cc1	-11	-2%	-17%	-14	-3	?	?
39	CCc1cccc(CC)c1NC(=S)Nc1ccc2cn[nH]c2c1	-6	-19%	-15%	-25	-1	-6%	-10%
40	Cc1cc(C)c2nc(SC(C)C#N)cc(C)c2c1 (stereo unspecified)	-4	3%	-1%	-22	1	10%	-3%

# Later entries
entry	Compound	Shiga inhibitor	Giardia FBPA inh	AmpC no deterg	HCMV inh	Cycloheximide cs	AMA1-RON2 inh	AmpC inh detg
41	N#Cc1ccccc1S(=O)(=O)N1CCN(C(=O)Cc2n[nH]c(=O)c3ccccc23)CC1	.	.	-12%	9	.	4%	.
42	Nc1nc2sc3c(c2cc1C(=O)NCC(=O)O)CCCC3	-17	4%	-21%	4	-3	1%	-2%
43	CS(=O)(=O)N(Cc1ccc(C(=O)N2CCc3ccccc3C2)cc1)c1ccccc1	26	6%	76%[activator]	?	13	-3%	-2%
44	O=C(N/N=C/C(c1ccccc1)c1ccccc1)c1ccccc1F	43	3%	-31%	-9	49*	53%[activator]	?
45	CCn1c(=O)cc(OCC(=O)N2CCCC2)c2ccccc21	-6	4%	3%	5	-3	21%	-11%
46	O=c1c2ccccc2nc(SCCN2CCCCC2)n1CCc1ccccc1	28	-3%	-19%	2	-5	?	-1%
47	CCC1CCCCN1C(=O)CSc1nnc(CNC(=O)c2ccco2)o1 (stereo unspecified)	-32	-1%	4%	-9	-3	9%	3%
48	CC1=NN(c2ccc(Cl)c(C(=O)O)c2)C(=O)/C1=C\c1ccc(-c2ccc(C(=O)O)cc2)o1	12	?	-26%	-7	9	-5%	2%
49	CC(NC(=O)COC(=O)c1ccc2c(c1)OCCO2)c1ccccc1 (stereo unspecified)	.	.	-50%	-29	.	-16%	.
50	O=S(=O)(Cc1ccccc1)Nc1cccc(Br)c1	2	12%	-40%	-31	-1	-2%	-6%
51	CCOc1cccc(/C(O)=C2/C(=O)C(=O)N(CCN3CCOCC3)C2c2ccncc2)c1 (stereo unspecified)	1	-3%	-6%	.	-3	.	-9%
52	Cn1c(SCc2c(F)cccc2Cl)nc2c(c1=O)SCC2	27	-3%	-31%	?	-5	?	2%
53	CC1(C)CC(=O)C2=C(C1)Nc1ccccc1NC2c1cccs1 (stereo unspecified)	-15	0%	-5%	13	-2	-11%	3%
54	N#Cc1ccc(CSc2nnc(-c3ccccn3)n2-c2ccccc2)cc1	-17	6%	17%	0	-1	-7%	?
55	Cc1cccc(-c2nc(CCNC(=O)c3ccco3)cs2)c1	.	.	.	-68*!	.	-9%	0%
56	Clc1ccc(COn2nnc3ccccc32)c(Cl)c1	109*	-3%	.	76	44*	13%	-5%
57	CCc1ccc(Nc2nnc(SCC(=O)Nc3ccc(C(=O)O)cc3)s2)cc1	-6	18%	-36%	12	-3	-10%	2%
58	CC1CC(C)(C)N2C(=O)C3(Nc4ccccc4S3)c3cccc1c32 (stereo unspecified)	-29	-8%	-31%	.	-5	-26%	-7%
59	O=c1c(Oc2ccccc2F)coc2cc(OCc3cnn(-c4ccccc4)c3)ccc12	-10	2%	-39%	?	-1	2%	-15%
60	C/C(O)=C\c1nc(=O)c2c(C)cc(C)nc2n1-c1ccccc1	9	-1%	-17%	16	-1	9%	-13%

# Profiles, looked up by structure. Order of values: Shiga inhibitor	Giardia FBPA inh	AmpC no deterg	HCMV inh	Cycloheximide cs	AMA1-RON2 inh	AmpC inh detg
# O=C(N/N=C/C(c1ccccc1)c1ccccc1)c1ccccc1F in the list: 43	3%	-31%	-9	49*	53%[activator]	?
# CCN(CC(=O)NCc1ccc(Cl)cc1)C(=O)c1cc(S(=O)(=O)N2CCOCC2)ccc1C in the list: .	.	52%	-24	.	0%	.
# CC1=NN(c2ccc(Cl)c(C(=O)O)c2)C(=O)/C1=C\c1ccc(-c2ccc(C(=O)O)cc2)o1 in the list: 12	?	-26%	-7	9	-5%	2%
# CCCCCCCC1(C)NC(=O)NC1=O (stereo unspecified) in the list: 1	5%	-2%	-21	-2	-7%	-4%
# Cc1ccc(OCCC(=O)OCC(=O)NC(=O)NC2CCCC2)cc1 in the list: .	.	35µM*	13	.	-11%	-15%

# The main list resumes; the two compounds before the break are reprinted first.
entry	Compound	Shiga inhibitor	Giardia FBPA inh	AmpC no deterg	HCMV inh	Cycloheximide cs	AMA1-RON2 inh	AmpC inh detg
59	O=c1c(Oc2ccccc2F)coc2cc(OCc3cnn(-c4ccccc4)c3)ccc12	-10	2%	-39%	?	-1	2%	-15%
60	C/C(O)=C\c1nc(=O)c2c(C)cc(C)nc2n1-c1ccccc1	9	-1%	-17%	16	-1	9%	-13%
61	CC(C)(O)CNC(=O)Nc1ccc(Cl)c(Cl)c1	19	-3%	-34%	3	8	-1%	2%
62	O=C(NCCCNC(=O)c1ccc(Cl)cc1Cl)c1ccco1	3	-10%	-12%	-24	3	-4%	9%
63	C[C@H]1COC(=O)[C@@H](Cc2ccc(F)cc2)CC/C=C\C[C@H](CC(=O)NCCO)C(=O)N1	.	.	168%[activator]	-32	.	0%	.
64	Cc1c(Cc2ccccc2)c(=O)oc2c(C)c(OCC(=O)N3CCC(C(=O)O)CC3)ccc12	-9	-13%	-3%	19	1	0%	?
